hcDAF12 agonist – H. contortus DAF-12 nuclear receptor activators, primary screen, cell-based, luminescence, HEK293, lit1-tk-luc reporter. HEK293 hcDAF-12 lit1-tk-luc reporter; 0% DMSO, 100% Δ7-dafachronic acid. activation, % at 6.8 µM. 370,000 tested, 1.4% active. AID 652067, 2013;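 active = activation above the mean of all tested compounds plus 3 SD, cut at about 5.5% in these data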;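 note: 100% = response to 3 µM Δ7-dafachronic acid high control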
ssDAF12 agonist – S. stercoralis DAF-12 nuclear receptor activators, primary screen, cell-based, luminescence, HEK293, GRIP1 co-expression, lit1-tk-luc; HEK293 ssDAF-12/GRIP1 lit1-tk-luc reporter; % of 3 µM dafachronic acid response; activation, % at 6.8 µM; AID 652126, 2013; 370,000 tested, 1% active; Nuclear hormone receptor DAF-12 (Strongyloides stercoralis);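 active = activation above the mean over all tested compounds plus 3 SD, cut at about 0.9% in these data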;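 note: 0% = DMSO-only wells and 100% = 3 µM delta7-dafachronic acid wells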
HGIII-sPLA2 inh – human group III sPLA2 inhibitors, primary screen, biochemical, QFRET, BODIPY PC-A2 liposome substrate | Group 3 secretory phospholipase A2 (Homo sapiens), Q9NZ20 | 370,000 tested, 0.56% active | QFRET BODIPY PC-A2 liposome hydrolysis, fluorescence | inhibition, % at 12.2 µM | AID 743126, 2013;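 active = inhibition above mean plus 3 SD of compounds lying within the high and low control bounds, cut at about 19% in these data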;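 note: 0% = median of test compound wells and 100% = no enzyme DMSO wells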
Target sequence (Q9NZ20 whole entry, looked up): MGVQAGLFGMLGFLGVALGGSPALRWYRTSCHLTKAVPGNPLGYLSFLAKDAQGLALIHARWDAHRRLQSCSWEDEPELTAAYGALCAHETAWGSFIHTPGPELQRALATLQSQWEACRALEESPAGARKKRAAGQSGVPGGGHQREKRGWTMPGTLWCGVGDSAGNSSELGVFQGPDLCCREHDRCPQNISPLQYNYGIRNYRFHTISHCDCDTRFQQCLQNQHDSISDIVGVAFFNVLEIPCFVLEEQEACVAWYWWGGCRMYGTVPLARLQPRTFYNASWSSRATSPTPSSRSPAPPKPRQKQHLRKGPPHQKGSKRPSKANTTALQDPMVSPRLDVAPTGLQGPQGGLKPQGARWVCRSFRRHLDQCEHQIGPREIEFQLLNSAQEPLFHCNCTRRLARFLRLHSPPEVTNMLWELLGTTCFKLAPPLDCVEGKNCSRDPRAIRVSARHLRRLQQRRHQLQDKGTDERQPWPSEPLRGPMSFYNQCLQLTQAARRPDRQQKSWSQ
NR1D1 modulator – modulators of Rev-erb alpha DNA binding, primary screen, biochemical, FITC-DNA, fluorescence polarization, uHTS; Rev-erbα–FITC-DNA binding, 90 min; activity, % at 10 µM; 370,000 tested, 0.79% active; AID 1259318, 2017;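 active = activity above about 14%, limit read from the data; passing the limit was not always enough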;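 note: 0% = DMSO wells with 35 nM protein and 100% = DMSO wells with 750 nM protein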
SMARCA2 activ – SMARCA2 (BRM) function activators, primary screen, cell-based, luminescence, high throughput; AID 652017, 2013; activation, % at 9.1 µM; MG213 cells, MMTV-luciferase reporter, dexamethasone, overnight; 370,000 tested, 1% active; in the data active = activation above about 7.8%;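 note: 0% = vehicle wells and 100% = reference activator wells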
GAA850 FXN act – FXN promoter activators, primary screen, cell-based, luciferase luminescence, HEK293 lucGAA850. HEK293 lucGAA850 FXN promoter luciferase reporter, 24 h; percent of 10 µM SAHA response. activation, % at 6 µM. 360,000 tested, 0.56% active;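 active = activation above the average of all compounds screened plus 3 SD, cutoff fixed separately per campaign, cut at about 7.5% in these data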;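 note: 0% = DMSO wells and 100% = 10 µM SAHA wells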
hgDAF-12 ag – H. glycines DAF-12 receptor agonists, primary screen, cell-based, luminescence, HEK293, GAL4 fusion, UAS-luciferase; Nuclear hormone receptor DAF-12 (Heterodera glycines), GAL4 fusion; activation, % at 6.8 µM; HEK293 GAL4-hgDAF12 UAS-luciferase reporter, agonist luminescence; normalized to butyrate control; 370,000 tested, 1.8% active;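 active = activation above a cutoff set at the mean of all screened compounds plus 3 SD, cut at about 10% in these data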;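 note: 0% = DMSO wells and 100% = sodium butyrate wells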
PLC-beta3 inh – human PLC-beta3 inhibitors, primary screen, biochemical, fluorescence; 1-phosphatidylinositol 4,5-bisphosphate phosphodiesterase beta-3 (Homo sapiens), Q01970; Purified PLC-beta3, fluorogenic substrate; inhibition, % at 12.2 µM; 370,000 tested, 0.18% active; AID 720704, 2013; in the data active = inhibition above about 11%;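 note: 0% = median of compound wells on plate and 100% = full blocker control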
DAX1 inh-1 – DAX1 (NR0B1) inhibitors, primary screen, cell-based, HEK293, Gal4-DAX1, luciferase luminescence | Nuclear receptor subfamily 0 group B member 1 (Homo sapiens), P51843 | HEK293 Gal4-DAX1 luciferase reporter | inhibition, % at 6.75 µM | 340,000 tested, 0.99% active | AID 504766, 2011;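 active = inhibition above the mean over all tested compounds plus 3 SD, cut at about 4.2% in these data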;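 note: 0% = DAX1-transfected cells with DMSO and 100% = empty-vector control cells with DMSO; inhibition shows as a rise in luminescence from relieved DAX1 repression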
Target sequence (P51843 207-470 limits assumed): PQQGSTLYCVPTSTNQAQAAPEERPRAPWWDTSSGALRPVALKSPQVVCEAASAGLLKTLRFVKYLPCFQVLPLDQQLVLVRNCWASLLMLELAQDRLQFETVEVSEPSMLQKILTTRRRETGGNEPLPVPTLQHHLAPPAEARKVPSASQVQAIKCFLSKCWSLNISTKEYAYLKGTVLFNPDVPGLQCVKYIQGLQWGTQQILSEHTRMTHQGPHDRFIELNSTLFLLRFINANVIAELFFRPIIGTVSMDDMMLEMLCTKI
PG9 binder – binders of HIV-1 gp120 antibody PG9, primary screen, biochemical, TR-FRET. HIV-1 gp120 / PG9 antibody interaction. TR-FRET gp120-PG9 antibody binding. inhibition, % at 6.7 µM. 360,000 tested, 0.43% active. AID 624416, 2012; in the data active = inhibition above about 8.5%
DAX1 inh-2 – DAX1 (NR0B1) inhibitors on StAR promoter, primary screen, cell-based, luminescence, SF-1 (NR5A1), full-length DAX-1 | HEK293T StAR-luciferase reporter, SF-1/DAX-1 repression relief | inhibition, % at 6.8 µM | 370,000 tested, 1.1% active | AID 652010, 2013;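 active = inhibition above the mean over all tested compounds plus 3 SD, cut at about 3.6% in these data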;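 note: 0% = DAX-1 cells with DMSO and 100% = cells lacking DAX-1 with DMSO; higher inhibition means more luminescence from relief of DAX-1 repression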
An asterisk follows results filed as active; x = no result given.

SMILES	hcDAF12 agonist	ssDAF12 agonist	HGIII-sPLA2 inh	NR1D1 modulator	SMARCA2 activ	GAA850 FXN act	hgDAF-12 ag	PLC-beta3 inh	DAX1 inh-1	PG9 binder	DAX1 inh-2
O=C(Nc1ccc(Cl)c(S(=O)(=O)N2CCCCC2)c1)C1=COCCO1	-1.6	-0.2	-31	-1	-2	1.1	-0.1	-3	0.3	0.7	-0.8
CC1Cc2ccccc2N1C(=O)CSc1nc(-c2ccccc2)cs1 (stereo not given)	-3.1	-1.1	-19	1	-2	3.8	0.4	2	-1.8	-2.9	-0.5
CCCCNS(=O)(=O)C1CCS(=O)(=O)C1 (stereo not given)	-1.9	-1.6	6	4	-1	0.8	0.6	-2	0.6	-0.2	1.4
Cn1nnnc1SCC(=O)Nc1ccccc1C(=O)NC1CC1	-0.2	-1.3	3	-3	-2	-1.1	-0.4	-7	0.9	0.9	0.4
CC(C)CC(=O)Nc1cccc(-c2csc(-c3ccccc3)n2)c1	-2.9	-1.5	-34	1	2	-1.3	-0.3	3	-0.1	1.5	-0.5
COc1cccc(NC(=O)CCc2nnc3ccc(N4CCC(C)CC4)nn23)c1	-2.1	-1.3	-16	-4	-3	-0.2	-0.1	-7	-0.4	-1.2	-0.5
N#CCC(=O)N/N=C/c1cn(Cc2cccc3ccccc23)c2ccccc12	-0.1	-1.1	-4	-2	0	1.4	0.2	-10	1.2	-0.9	0.7
O=C(COC(=O)c1cccc(S(=O)(=O)NCc2ccccc2)c1)c1ccc2c(c1)OCCO2	-0.8	-2.0	-23	2	-1	-0.8	0.5	-4	-0.2	-2.9	-0.6
Cc1ccc(CN(Cc2cc3cc(C)ccc3[nH]c2=O)C(=O)N2CCOCC2)cc1	-0.8	-1.0	4	1	5	0.5	-1.2	4	0.5	-0.9	0.7
C=CCn1c(-c2c(C)nc3cc(C)ccn23)n[nH]c1=S	1.1	-1.8	0	2	9.1*	4.1	-1.9	3	0.0	-1.3	0.2
CC1OC(C2CCCCC2)Cc2[nH]c(=S)[nH]c(=O)c21 (stereo not given)	0.1	-0.1	7	-4	0	x	-1.2	-6	x	-0.4	0.5
N#C/C(=C/c1ccc(N2CCOCC2)o1)C(=O)N1CCOCC1	2.7	-1.3	-6	16	-1	3.7	2.3	-14	0.3	-9.4	0.8
CCOC(=O)C1(CC2CCCCO2)CCN(C2CCSCC2)CC1 (stereo not given)	3.0	-0.2	-1	-5	2	1.6	0.6	0	0.2	-3.5	-0.5
Cc1ccc2c(CC(=O)Nc3cccc(S(=O)(=O)N4CCOCC4)c3)coc2c1	-1.4	-1.2	-34	2	-2	1.4	-0.1	-4	-0.4	0.9	-1.2
COCCN(Cc1ccccc1)C(=O)c1ccc(C(=O)c2ccccc2)cc1	-1.5	-1.3	5	3	-1	1.8	-0.2	-9	-1.0	2.6	2.9
O=C(NCCCc1ccc(F)cc1)C1CCC(=O)N(CCN2CCOCC2)C1 (stereo not given)	1.1	-1.6	2	-3	0	-0.3	1.5	-2	0.1	-1.7	0.4
Cc1cc(C(O)c2ncc(-c3cccc4ccccc34)[nH]2)ccc1F (stereo not given)	-0.3	-1.4	-18	-10	-2	1.4	-0.9	-26	x	0.9	-0.2
COc1cc(C(c2nnnn2C2CCCC2)N2CCN(C)CC2)cc(OC)c1OC (stereo not given)	-0.6	-0.5	-2	-5	2	-0.5	-0.2	2	0.0	-0.1	-0.3
O=C(NC(=S)NC(c1ccccc1)c1ccncc1)c1ccccc1 (stereo not given)	-0.3	-0.8	0	2	-1	-6.7	-0.4	2	-1.3	0.8	-1.3
O=C(Nc1ccccc1Oc1ccccc1)c1cnccn1	-1.4	-1.4	0	3	-1	0.9	1.0	-2	-0.4	-2.7	0.1
O=C(NCc1ccccn1)c1[nH]c(C(F)(F)F)nc1-c1ccccc1	-1.1	-0.2	4	-3	-4	x	-0.1	-2	x	0.2	-0.8
Cc1ccc(NC(=S)NC(=O)c2cccs2)cc1F	-0.2	-0.3	5	-3	5	4.0	8.3	1	2.4	2.3	2.0
O=C(CCN1C(=O)C2CCCCC2C1=O)Nc1nc2ccc(F)cc2s1 (stereo not given)	6.9*	0.8	3	-3	1	0.9	8.9	-7	1.7	2.0	4.7*
Cc1ccc(CNC(=O)CCCn2nc(C)n3ccnc3c2=O)cc1	-1.5	-0.8	13	-5	-4	-1.3	0.9	0	1.0	-0.1	0.0
Cc1cc(C)c(S(=O)(=O)N(C)CC(=O)NC2CCCC2)c(C)c1	-0.7	-1.4	7	3	-3	1.1	1.3	4	0.1	-0.7	0.0

2 entries drawn at random from the list so far:
SMILES	hcDAF12 agonist	ssDAF12 agonist	HGIII-sPLA2 inh	NR1D1 modulator	SMARCA2 activ	GAA850 FXN act	hgDAF-12 ag	PLC-beta3 inh	DAX1 inh-1	PG9 binder	DAX1 inh-2
C=CCn1c(-c2c(C)nc3cc(C)ccn23)n[nH]c1=S	1.1	-1.8	0	2	9.1*	4.1	-1.9	3	0.0	-1.3	0.2
Cc1ccc(NC(=S)NC(=O)c2cccs2)cc1F	-0.2	-0.3	5	-3	5	4.0	8.3	1	2.4	2.3	2.0

(next part)
SMILES	hcDAF12 agonist	ssDAF12 agonist	HGIII-sPLA2 inh	NR1D1 modulator	SMARCA2 activ	GAA850 FXN act	hgDAF-12 ag	PLC-beta3 inh	DAX1 inh-1	PG9 binder	DAX1 inh-2
CCC(C)[C@H](N)c1cn([C@@H](Cc2cc3ccccc3[nH]2)C(=O)N2CCNCC2)nn1 (stereo not given in full)	0.6	-0.5	0	-8	-2	0.1	-0.3	-4	-0.9	0.7	0.5
Cc1ccc(-c2nnc(Cc3ccc([N+](=O)[O-])cc3)o2)cc1	2.8	-1.3	-33	0	5	7.0	12*	-5	2.2	-1.0	0.6
Cc1c(NC(=O)C(C)OC(=O)c2cc3c4ccccc4n(C)c3s2)c(=O)n(-c2ccccc2)n1C (stereo not given)	1.6	-0.7	6	-3	-2	-1.1	-3.2	-70	-0.7	-0.2	-1.0
COc1ccc(-n2c(-c3ccc(Cl)cc3Cl)n[nH]c2=S)c(OC)c1	0.0	-1.4	14	3	-1	0.8	0.6	-3	0.9	0.8	0.0
Cc1cc2nccc(-c3ccco3)n2n1	-0.1	-1.7	-4	2	3	1.3	3.7	-37	1.1	-3.2	-0.4
CCOCc1cc(=O)[nH]c(SC)n1	-2.2	-1.1	9	0	0	0.2	0.0	-10	3.2	-0.7	-0.8
Cc1cc(C(=O)CCl)c(C)n1CCc1ccc(Cl)cc1	1.9	-0.9	-1	6	-1	-6.0	-3.8	-1	-0.7	-2.0	-0.9
COc1ccc(OC)c(NC(=O)C2COc3ccccc3O2)c1 (stereo not given)	-1.4	-1.2	1	-5	2	2.2	0.5	-2	0.6	-0.5	-0.5
O=C(Nc1ccccc1)c1nc[nH]c1C(=O)NCCCCCCNC(=O)c1[nH]cnc1C(=O)Nc1ccccc1	1.3	0.0	11	-1	-1	1.5	-1.5	4	0.5	-0.9	-0.7
CCCCN1C(=O)C(CC(=O)NCCc2ccccn2)CC(C(=O)N2CCCCCC2)=C1C (stereo not given)	-1.0	-0.7	4	-7	1	x	0.1	-6	x	0.8	-0.6
COc1ccc(CN(C)CC(=O)Nc2ccc(Cl)cc2C(F)(F)F)c(OC)c1	-0.7	-2.0	12	-2	-2	2.5	-0.5	-1	1.2	1.4	-0.4
CC(=O)Nc1ccc(S(=O)(=O)Oc2cccc(N3C(=O)C4CC=CCC4C3=O)c2)cc1 (stereo not given)	-1.1	-1.8	-9	2	-3	-3.0	-0.8	-1	0.0	-0.3	-1.3
COCCCn1c(C(=O)NC2CCCCC2)cc2c(=O)n3cccc(C)c3nc21	0.0	-1.4	3	-7	-4	-2.1	3.4	-67	-1.2	1.3	-0.6
Cn1c(=O)oc2cc(S(=O)(=O)N3CCN(c4ccccn4)CC3)ccc21	-0.1	-0.7	5	2	-2	-0.9	0.9	10	0.6	2.6	1.5
CCOC(=O)c1cccc(NC(=O)CSc2nnc(COc3ccccc3C)o2)c1	-1.2	0.1	-20	2	1	-2.2	0.2	1	-0.2	0.9	-0.8
O=C(Nc1cc(NC(=O)c2ccccc2F)ccc1Cl)c1ccccc1	0.0	-1.5	-4	6	2	0.9	-2.1	-7	-1.0	4.4	-0.1
FC(F)(F)c1cccc(-c2cc(C3CCNCC3)[nH]n2)c1	1.5	-0.8	-9	-3	-3	2.4	2.4	-6	-0.8	-0.6	0.0
CC1CCC2(CC1)NC(CO)(CO)CO2 (stereo not given)	0.0	-1.0	-2	-2	1	2.0	-0.7	3	1.2	4.3	0.2
CC(C)C1CC(c2csc(N)n2)CCO1 (stereo not given)	-1.6	-0.7	-4	-3	-1	-1.3	0.1	1	-0.9	1.0	-0.6
C=C(C)C1Cc2c(C)nn(-c3cccc4ccccc34)c2C1 (stereo not given)	-1.1	-0.8	-3	0	0	-0.3	0.8	-1	-0.4	-2.0	-0.4
O=C(Nc1ccccc1Cl)C1CCN(S(=O)(=O)c2cccc3nonc23)CC1	-3.2	-1.1	2	-1	-5	1.0	-2.5	-4	-1.8	3.7	0.0
N#Cc1ccc(COC(=O)c2cnc3ccccc3n2)cc1	-0.5	-0.8	1	0	0	3.9	-0.3	-2	-1.1	-0.6	0.3
COc1ccc(N(CC(=O)N2CCCCC2)S(=O)(=O)c2c(C)nn(C)c2C)cc1	1.9	-0.8	9	0	-4	-1.8	0.6	-2	0.0	0.1	0.8
Nc1nc(-c2ccccc2)nc2nonc12	-1.0	-1.0	4	0	-2	1.1	-1.2	-64	-0.7	2.1	1.5
Cc1nc2nc3c(c(=O)n2[nH]1)CCCC3	0.6	-1.3	5	1	0	-0.3	-0.9	4	0.3	1.2	-0.4
COc1cc(NS(=O)(=O)c2csc(C(N)=O)c2)cc(OC)c1	1.5	-1.1	1	2	-3	3.5	2.7	-9	0.9	-1.5	0.3
O=c1[nH]c(CN2CCN(c3ccc(F)cc3)CC2)nc2ccccc12	-1.2	-0.9	5	-3	0	1.5	0.3	-1	0.5	2.2	0.7
CCOC(=O)C(C#N)(Cc1ccc2ccccc2n1)Cc1ccc2ccccc2n1	-1.1	-1.7	-17	-3	-1	-2.0	0.5	-3	-1.7	-0.1	-0.7
CC12CCC(=O)N1C(C(=O)Nc1cccc(F)c1)CS2 (stereo not given)	-0.4	-0.7	9	3	-2	3.0	-0.8	-7	1.5	-1.7	-0.4

Assay outcomes (PubChem)
